Source: PubChem (several laboratories)
LYP inh 2 = PTPN22 phosphatase inhibitors, primary screen, biochemical, DiFMUP fluorescence, 2 µM. Tyrosine-protein phosphatase non-receptor type 22 (Homo sapiens), Q9Y2R2. recombinant LYP catalytic domain. inhibition, % at 2 µM. actives 0.21% (n = 96,000);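 active = inhibition at 2 µM at or above a set limit, the screen mean plus 3 SD, cut at about 24% in these data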;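 note: 0% = DMSO with enzyme and 100% = enzyme fully blocked by orthovanadate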
CYP2C9 inh = blockers of cytochrome P450 2C9 activity – biochemical, luminescence, ADME assay, primary screen | P11712 | CYP2C9 Supersomes, luciferin-H conversion | inhibition, % at 5 µM | actives 20% (n = 96,000) | AID 777, 2007;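 active = blocking of liver enzyme CYP2C9 beyond about 50% at 5 µM, limit read from the data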; note: values of inactives mirror those of a sister screen read the other way
HIV Rev-RRE inh = HIV-1 Rev-RRE binding inhibitors, primary screen, biochemical, FRET, protein-RNA interaction; P05866; Rev peptide-RRE RNA binding; inhibition, % at 8 µM; actives 0.79% (n = 97,000);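 active = inhibition above the screen-wide mean plus 3 SD, cut at about 35% in these data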;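 note: 0% = median DMSO wells and 100% = median Neomycin B control wells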
Target sequence (P05866 whole entry, looked up): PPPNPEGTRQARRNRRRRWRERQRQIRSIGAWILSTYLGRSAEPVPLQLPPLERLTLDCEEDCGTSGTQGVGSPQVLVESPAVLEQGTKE
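Material: labelled RRE RNA duplex and labelled Rev peptide / Buffer or medium: HEPES pH 7.5 salt buffer with EDTA / Compound dosing: single point, 8 µM final nominal compound concentration / Benchmarks: DMSO low control, neomycin B high control / Timing: 5 min preincubation and 15 min binding, 25 °C / Technique: FRET fluorescence readout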
CYP2C9 act = human CYP2C9 activators, primary screen, biochemical, luminescence | AID 1024, 2008 | actives 1.4% (n = 96,000) | activation factor at 5 µM | recombinant CYP2C9, luciferin-H conversion; active compounds read high; factor 1 = untreated enzyme, 0 = blocked;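 active = activation factor of 2 or more for CYP2C9 at a 5 µM dose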;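 note: 0 = sulfaphenazole-blocked wells and 1 = vehicle-only wells; values of inactives mirror those of a sister screen read the other way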
PLK1 PBD inh = Plk1 polo box domain binding inhibitors, primary screen, biochemical, fluorescence polarization; Serine/threonine-protein kinase PLK1 (Homo sapiens), P53350; Plk1 PBD phosphopeptide binding; inhibition, %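 (tested at about 20 µM)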; actives 0.13% (n = 97,000); in the data active = inhibition above about 34%, passing the limit was not always enough
Candida biofilm = clotrimazole potentiators killing Candida biofilms, primary screen, with clotrimazole, Alamar Blue; actives 0.14% (n = 85,000); C. albicans biofilm + clotrimazole; inhibition, % at 6 µM;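 active = inhibition above 20%; inactive = inhibition below 20%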;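 note: preformed 24 hr biofilms exposed to compound for 48 hr; 0% = biofilm without compound and 100% = blank killed by clotrimazole plus chlorhexidine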
PLK1 inh = human PLK1 kinase inhibitors, primary screen, biochemical, TR-FRET. recombinant PLK1 kinase, TR-FRET peptide phosphorylation. inhibition, % at 10 µM. actives 0.53% (n = 97,000);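 active = inhibition of 50% or more in the single-concentration screen; inactive = inhibition below 50%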;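 note: 0% = DMSO max control and 100% = H-89 dihydrochloride min control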
EphB4 ephrin blk = EphB4-ephrin-B2 interaction antagonists, primary screen, biochemical, TNYL-RAW peptide probe, fluorescence polarization. Ephrin type-B receptor 4 (Homo sapiens), P54760. EphB4 LBD / TNYL-RAW-Alexa532 peptide. inhibition, % at 7 µM. actives 0.15% (n = 97,000). AID 720, 2007;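 active = inhibition above the screen-wide mean inhibition plus 3 SD, cut at about 15% in these data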;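 note: 0% = DMSO wells and 100% = excess unlabeled TNYL-RAW peptide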
Target sequence (P54760 whole entry, looked up, the tested form may be a part): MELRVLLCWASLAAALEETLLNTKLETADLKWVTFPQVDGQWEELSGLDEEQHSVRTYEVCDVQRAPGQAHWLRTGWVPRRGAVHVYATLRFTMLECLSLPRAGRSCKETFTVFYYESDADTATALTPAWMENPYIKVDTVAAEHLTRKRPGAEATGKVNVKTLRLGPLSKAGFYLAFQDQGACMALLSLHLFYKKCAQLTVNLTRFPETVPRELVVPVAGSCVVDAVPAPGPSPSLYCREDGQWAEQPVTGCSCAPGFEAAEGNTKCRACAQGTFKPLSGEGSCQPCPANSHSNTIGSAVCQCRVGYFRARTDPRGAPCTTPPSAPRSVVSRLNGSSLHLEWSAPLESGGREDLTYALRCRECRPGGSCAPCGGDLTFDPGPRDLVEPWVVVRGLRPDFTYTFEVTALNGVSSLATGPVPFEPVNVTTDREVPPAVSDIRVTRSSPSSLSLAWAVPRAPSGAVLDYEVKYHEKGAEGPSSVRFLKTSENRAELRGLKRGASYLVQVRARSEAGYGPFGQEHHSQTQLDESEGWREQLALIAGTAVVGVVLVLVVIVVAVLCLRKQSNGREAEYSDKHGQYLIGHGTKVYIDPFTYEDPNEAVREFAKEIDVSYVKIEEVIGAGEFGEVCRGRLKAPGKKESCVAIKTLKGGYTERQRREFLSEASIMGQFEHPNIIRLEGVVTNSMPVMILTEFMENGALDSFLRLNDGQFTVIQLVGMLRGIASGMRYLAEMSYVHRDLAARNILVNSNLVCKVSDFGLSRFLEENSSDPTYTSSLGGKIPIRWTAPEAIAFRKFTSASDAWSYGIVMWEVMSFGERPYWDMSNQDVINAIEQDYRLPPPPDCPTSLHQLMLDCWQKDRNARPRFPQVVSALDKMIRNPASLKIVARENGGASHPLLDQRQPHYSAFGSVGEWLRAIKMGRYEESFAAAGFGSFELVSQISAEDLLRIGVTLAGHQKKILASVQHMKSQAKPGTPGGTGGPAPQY
PTPN22 act = LYP phosphatase activators, primary screen, biochemical, DiFMUP fluorescence, 2 µM; recombinant LYP; 0 = plate median, 100 = signal doubled; activation, % at 2 µM; actives 0.11% (n = 96,000);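 active = activation at 2 µM above a set limit, the mean plus 5 SD, cut at about 37% in these data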
Active calls of the source: *; . = no result given.

SMILES | LYP inh 2 | CYP2C9 inh | HIV Rev-RRE inh | CYP2C9 act | PLK1 PBD inh | Candida biofilm | PLK1 inh | EphB4 ephrin blk | PTPN22 act
Cc1ccc(C)c(C(=O)CN2C(=O)CCC2=O)c1 | 7 | -5 | 9 | 1.1 | -4 | 2 | -6 | -5 | -7
O=C(c1ccncc1)N1CCN(C(=O)c2cccc3ccccc23)CC1 | 2 | 30 | 3 | 0.7 | -22 | . | -3 | -2 | -2
COCCCNS(=O)(=O)c1ccc2c3c(cccc13)C(=O)S2 | -4 | . | 6 | . | 18 | . | -11 | 3 | 4
COC(=O)c1cccc(NS(C)(=O)=O)c1C | 5 | 0 | 2 | 1 | -20 | 5 | -7 | -4 | -4
CCS(=O)(=O)N1CCCC(C(=O)NC2CCCC2)C1 (stereo not drawn) | -5 | 5 | 14 | 0.9 | -3 | 0 | -2 | 3 | 3
O=C(NCc1ccncc1)Nc1cccc(Cl)c1 | -6 | 81* | -1 | 0.2 | -19 | 1 | -19 | -5 | 3
CCCCn1c(SCC(=O)Nc2cc(C)on2)nnc1-c1cccnc1 | -13 | -10 | -2 | 1.1 | 11 | 9 | -8 | -8 | 18
CC(=O)c1sc(NC(=O)c2ccc(F)c(F)c2)nc1C | 6 | 30 | 4 | 0.7 | 17 | . | -12 | 0 | -3
COc1cccc(-c2nc3n(n2)C(c2ccccc2Cl)C(C(N)=O)=C(C)N3)c1 (stereo not drawn) | 0 | . | 3 | . | -12 | -2 | -4 | -11 | -3
Fc1ccc(-c2nnc(-c3ccc(Cl)cc3Cl)o2)cc1 | 1 | . | 11 | . | -7 | . | -3 | 3 | -3

Reprinted from the part before: five entries; new compounds follow.
SMILES | LYP inh 2 | CYP2C9 inh | HIV Rev-RRE inh | CYP2C9 act | PLK1 PBD inh | Candida biofilm | PLK1 inh | EphB4 ephrin blk | PTPN22 act
O=C(NCc1ccncc1)Nc1cccc(Cl)c1 | -6 | 81* | -1 | 0.2 | -19 | 1 | -19 | -5 | 3
CCCCn1c(SCC(=O)Nc2cc(C)on2)nnc1-c1cccnc1 | -13 | -10 | -2 | 1.1 | 11 | 9 | -8 | -8 | 18
CC(=O)c1sc(NC(=O)c2ccc(F)c(F)c2)nc1C | 6 | 30 | 4 | 0.7 | 17 | . | -12 | 0 | -3
COc1cccc(-c2nc3n(n2)C(c2ccccc2Cl)C(C(N)=O)=C(C)N3)c1 (stereo not drawn) | 0 | . | 3 | . | -12 | -2 | -4 | -11 | -3
Fc1ccc(-c2nnc(-c3ccc(Cl)cc3Cl)o2)cc1 | 1 | . | 11 | . | -7 | . | -3 | 3 | -3
CCOC(=O)C1CCCN(C2CC(=O)N(c3cccc(C(F)(F)F)c3)C2=O)C1 (stereo not drawn) | -15 | -15 | 2 | 1.2 | -15 | . | -6 | 2 | 10
Nc1nc(SCC(=O)NCC2CCCO2)n[nH]1 (stereo not drawn) | 5 | 7 | 8 | 0.9 | 2 | 6 | -15 | -3 | -7
CC1CCCC(C)N1S(=O)(=O)c1ccc(NC(=O)c2ccccc2C(=O)N2CCOCC2)cc1 (stereo not drawn) | 1 | 44 | 6 | 0.6 | 1 | -4 | -6 | -7 | 1
CC/C(C)=C1\SC(N2CCOCC2)=NC1=O | -12 | 2 | 5 | 1 | 9 | 10 | 1 | -10 | 14
CCn1c(-c2ccccc2Cl)nn(CC(=O)Nc2ccccc2OC)c1=S | -3 | -31 | 2 | 1.3 | -24 | . | -2 | 7 | 8
O=C(NNC(=O)c1cc2cc3ccccc3nc2s1)c1cccc(Cl)c1 | 27* | 10 | -17 | 0.9 | 10 | . | -23 | -7 | -25
COc1ccccc1-n1cnnc1SCC(=O)N1CCN(S(=O)(=O)c2ccccc2)CC1 | -9 | 3 | 2 | 1 | -33 | 6 | 5 | 1 | 8
N#CCOc1nc(N2CCCC2)nc(N2CCCC2)n1 | 3 | 41 | 7 | 0.6 | 18 | 1 | -18 | 7 | -2
N#Cc1c(-c2ccccc2)c(-c2ccccc2)nn(CC(=O)NNC(=O)Nc2ccccc2)c1=O | 4 | 53* | 9 | 0.5 | -12 | . | -13 | 2 | 2
C/C(Cn1cnc([N+](=O)[O-])n1)=N\NC(=O)c1cccc(F)c1 | -8 | . | 8 | . | -32 | 2 | -4 | 7 | 5
Cn1c(Sc2ccc(Cl)cc2)c(C=O)c2ccccc21 | 7 | 96* | 17 | 0 | -7 | . | -14 | 8 | -4
NC1=NC(=O)CC(C(=O)NCc2ccccc2)S1 (stereo not drawn) | -6 | 5 | 3 | 0.9 | 3 | . | 0 | 0 | 2
Cc1cc(C(F)(F)F)c(C#N)c(=O)[nH]1 | -23 | . | 5 | . | 21 | 6 | -12 | -4 | 23
CCC(C)C(NC(=O)OC(C)(C)C)C(=O)NC(Cc1ccccc1)C(=O)OC (stereo not drawn) | 10 | 11 | -5 | 0.9 | 13 | . | -10 | -4 | -5
CCOc1ccccc1CN1C(=O)NC(C)(c2ccccc2)C1=O (stereo not drawn) | -15 | -12 | 2 | 1.1 | -10 | 5 | -6 | -7 | 12
CCCN1Cc2cccc(C(=O)N3CCN(c4ccc(F)cc4)CC3)c2C1=O | 10 | 24 | 3 | 0.8 | -17 | 3 | -4 | -2 | -11
O=c1cc(-c2ccco2)oc2ccc(Cl)cc12 | -8 | 15 | 3 | 0.8 | -24 | 7 | -9 | 2 | 4
CCc1ccc2oc(=O)cc(CN3CCCCC3C)c2c1 (stereo not drawn) | -1 | 55* | 9 | 0.5 | -16 | 8 | -4 | -2 | 0
Cc1ccccc1NS(=O)(=O)c1cccc(-c2nnc(-c3ccccc3)o2)c1 | 0 | 37 | 1 | 0.6 | -8 | 3 | 3 | 4 | -1
COC(=O)c1ccc(Cl)c(NC(=O)NC2CCCCC2)c1 | -4 | 30 | 7 | 0.7 | 1 | 11 | -4 | 3 | 1
COCCNC(=S)c1ccc(OC)cc1 | 0 | -13 | -3 | 1.1 | -16 | 0 | -5 | -6 | 2
C=CCSc1nc(N)c(C(=O)Nc2ccccc2C)cc1C(N)=O | 4 | 66* | 3 | 0.3 | -9 | . | -5 | 1 | -5
O=C(CS(=O)(=O)Cc1ccccc1)Nc1nnc(C2CCCCC2)s1 | -3 | 34 | 3 | 0.7 | -6 | 6 | -7 | -2 | 4
OC(c1ccc(Cl)cc1Cl)C(Cc1cccnc1)n1cncn1 (stereo not drawn) | 2 | 9 | 0 | 0.9 | -6 | . | -9 | -8 | -2
CCOc1ccc(C(=O)NCC(=O)OCC(=O)Nc2ccccc2OC)cc1 | 3 | -21 | 4 | 1.2 | 8 | 4 | -42 | 0 | -2
O=C(NC1=NCCS1)c1cccc(S(=O)(=O)N2CCCCC2)c1 | 1 | 6 | 0 | 0.9 | 3 | 6 | -8 | -4 | -4
Cc1nc2ccc(NC(=O)N3CCN(c4ccccn4)CC3)cc2s1 | -3 | 80* | 7 | 0.2 | -31 | . | -2 | -1 | 3
CCOc1nc(C)ccc1-c1noc(-c2ccccc2OC)n1 | 4 | 12 | 11 | 0.9 | -1 | 4 | -8 | 1 | -3
CCCC(C1=C(O)CC(C)(C)CC1=O)C1C(=O)CC(C)(C)CC1=O (stereo not drawn) | 0 | . | 8 | . | -4 | -5 | -7 | 2 | -2
Cc1ccc(N(CC(=O)Nc2cccc(N(C)S(C)(=O)=O)c2)S(C)(=O)=O)cc1 | -3 | 6 | 5 | 0.9 | 15 | 0 | -10 | 5 | 2
CCOc1ccc(-n2c(-c3ccco3)n[nH]c2=S)cc1 | 0 | 12 | 2 | 0.9 | -20 | 4 | -2 | -4 | 0
COc1ccccc1NC(=O)NS(=O)(=O)c1ccc(C)cc1 | 6 | 47 | -4 | 0.5 | -37 | -1 | 10 | 0 | -5
O=C(c1ccc(F)cc1)C1CCN(C(=O)c2ccncc2)CC1 | 9 | 97* | 2 | 0 | -43 | 7 | -24 | 5 | -10
Cc1nc2ccc(NC(=O)c3cc(S(=O)(=O)N4CCOCC4)ccc3C)cc2s1 | 8 | 13 | 2 | 0.9 | -26 | 2 | -4 | 7 | -11
CCCc1nc(SCC(=O)N2c3ccccc3CC2C)c2c(C)c(C)sc2n1 (stereo not drawn) | 3 | 94* | 8 | 0.1 | 27 | . | -17 | 2 | -6
C=CCNC(=O)C(C#N)c1nc2ccccc2nc1N1CCN(Cc2ccccc2)CC1 (stereo not drawn) | 4 | 9 | 10 | 0.9 | -22 | 2 | -3 | 6 | -7
Cc1cccc(N2CCN(C(=O)c3cc4ccccc4oc3=O)CC2)c1C | -8 | -40 | 7 | 1.4 | -4 | 4 | -11 | -9 | 7
N#Cc1nc(COc2ccc(Br)cc2)oc1N1CCN(Cc2ccccc2)CC1 | 14 | 56* | 11 | 0.4 | -8 | . | 0 | 4 | -16
CCc1ccc2c(c1)/C(=C/C(=O)c1cccs1)C(=O)N2 | -7 | 20 | 6 | 0.8 | 10 | 7 | -8 | -5 | 11
O=C(NC(NC(=S)Nc1cc(Cl)ccc1Cl)C(Cl)(Cl)Cl)c1ccco1 (stereo not drawn) | 4 | 97* | -1 | 0 | 37 | . | -14 | -6 | -1
C=CCNC(=O)c1ccccc1NS(=O)(=O)c1ccccc1 | 15 | -129 | 7 | 2.3* | 10 | 1 | -11 | 1 | -16
COc1ccc(C(=O)n2nc(-c3ccccc3)nc2N)cc1OC | 5 | 15 | 6 | 0.8 | -14 | 6 | -9 | -1 | -5
CC(C)(C)NC(=O)c1ccnc(C(C)(C)C)c1 | 1 | -3 | 4 | 1 | 17 | 1 | -1 | 6 | -2
Cc1onc(-c2ccccc2Cl)c1C(=O)Nc1ccc(F)c(F)c1 | -3 | 70* | 8 | 0.3 | -27 | . | 3 | 3 | 3
COc1ccc(Cn2nnnc2C(c2ccc(C)cc2)N2CCN(C3CCCC3)CC2)cc1 (stereo not drawn) | -3 | 4 | 3 | 1 | -30 | 1 | -8 | -1 | 6
CCOc1ccc2cc(C#N)c(SCC(=O)N3CCOCC3)nc2c1 | -5 | -19 | 3 | 1.2 | 15 | 0 | -4 | -11 | 0
C=CCc1ccccc1OCC(O)CN1CCN(c2ccc(OC)cc2)CC1 (stereo not drawn) | -7 | 8 | 1 | 0.9 | -14 | 5 | -11 | 4 | 3
Cc1cccc(NC(=S)NC(=O)/C=C/c2ccco2)n1 | -1 | 55* | 8 | 0.5 | -24 | 6 | -3 | 0 | 3
Cc1ccc(CN2C(=O)CCC2C(=O)NCC2CCCO2)cc1 (stereo not drawn) | 10 | 0 | 6 | 1 | -30 | 3 | -7 | 0 | -6
CC1(C)CC(C2N3CC4(C)CN2CC(C)(C3)C4=O)CCO1 (stereo not drawn) | 6 | -3 | 2 | 1 | 11 | 9 | -2 | 8 | -8
c1cc(CNc2ccc(N3CCOCC3)cc2)ccn1 | 0 | 31 | 4 | 0.7 | -39 | 3 | -9 | -1 | 2
CCCN(CC1CC1)S(=O)(=O)c1ccc(S(N)(=O)=O)cc1 | -3 | 43 | -3 | 0.6 | 1 | . | 9 | -5 | 1

Compounds were not picked by outcome. Share with any hit: about 20%.
